VCAM1 TNFa inh: reduces TNF alpha induced VCAM1 expression in HUVEC; HUVEC TNFa-induced VCAM-1 immunofluorescence, high-content imaging; hit rate 0.48% among 95,000; inhibition, % at 2 µM; AID 802;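 active = inhibition above the batch mean plus 3 SD, with images confirmed as a hit by eye, cut at about 37% in these data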;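 note: 0% = TNF-stimulated DMSO wells and 100% = unstimulated control wells; not every result past the cut was called active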
Fibroblast inh: blocks proliferation of human lung fibroblasts; hit rate 1.1% among 85,000; LL 47 human lung fibroblast viability, ATP luminescence; active compounds read low; viability, % at 10 µM; AID 719;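 active = viability at or below 50% in the single dose screen; inactive = viability above 50%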;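 note: compound exposure lasted 72 h before the ATP readout; 100% = median luminescence of untreated cell-only wells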
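Material: Human LL 47 lung fibroblast cells | Input: 1,150 cells/well | Buffer or medium: IMEM plus 15% FBS | Compound dosing: 0.1% DMSO in all compound wells | Times: Overnight cell rest, 72 h compound treatment at 37 °C | Signal: CellTiter-Glo luminescence measuring cellular ATP | Measure: % viability versus median cells-only luminescence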
HUVEC tox TNFa: HUVEC cytotoxicity counter-screen, TNF alpha stimulated. AID 848. hit rate 0.17% among 93,000. cell count reduction, % at 2 µM. HUVEC TNFalpha-stimulated, Hoechst cell count, imaging;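 active = cell count reduction exceeding the screen mean by over 5 SD, scaled to untreated wells per plate, cut at about 78% in these data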;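 note: cells counted after 24 h of TNF alpha exposure following the 1 h pretreatment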
H69AR inhibit: blocks growth of human H69AR lung tumor cells | hit rate 6% among 85,000 | AID 598 | H69AR lung tumor viability, ATP luminescence, 72 h; active compounds read low | viability, % at 10 µM;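 active = viability at or below 40%; inactive = viability above 40%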;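 note: multidrug resistant small cell line overexpressing MRP-1 efflux transporter; 100% = mean luminescence of untreated control wells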
Pyk2 oligo antag: antagonists of human Pyk2 oligomerization; Q14289; z-score (the deposit names both 25 µM and 10 µM); hit rate 0.83% among 99,000; Q293 cells, Pyk2 FERM NanoBiT luminescence; active compounds read low;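 active = Z-score of -3 or lower, scaled per plate to the spread of control and sample wells; inactive = z-score above -3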;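 note: negative z-score means lost luminescence so less FERM oligomerization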
Target sequence (Q14289 whole entry, looked up): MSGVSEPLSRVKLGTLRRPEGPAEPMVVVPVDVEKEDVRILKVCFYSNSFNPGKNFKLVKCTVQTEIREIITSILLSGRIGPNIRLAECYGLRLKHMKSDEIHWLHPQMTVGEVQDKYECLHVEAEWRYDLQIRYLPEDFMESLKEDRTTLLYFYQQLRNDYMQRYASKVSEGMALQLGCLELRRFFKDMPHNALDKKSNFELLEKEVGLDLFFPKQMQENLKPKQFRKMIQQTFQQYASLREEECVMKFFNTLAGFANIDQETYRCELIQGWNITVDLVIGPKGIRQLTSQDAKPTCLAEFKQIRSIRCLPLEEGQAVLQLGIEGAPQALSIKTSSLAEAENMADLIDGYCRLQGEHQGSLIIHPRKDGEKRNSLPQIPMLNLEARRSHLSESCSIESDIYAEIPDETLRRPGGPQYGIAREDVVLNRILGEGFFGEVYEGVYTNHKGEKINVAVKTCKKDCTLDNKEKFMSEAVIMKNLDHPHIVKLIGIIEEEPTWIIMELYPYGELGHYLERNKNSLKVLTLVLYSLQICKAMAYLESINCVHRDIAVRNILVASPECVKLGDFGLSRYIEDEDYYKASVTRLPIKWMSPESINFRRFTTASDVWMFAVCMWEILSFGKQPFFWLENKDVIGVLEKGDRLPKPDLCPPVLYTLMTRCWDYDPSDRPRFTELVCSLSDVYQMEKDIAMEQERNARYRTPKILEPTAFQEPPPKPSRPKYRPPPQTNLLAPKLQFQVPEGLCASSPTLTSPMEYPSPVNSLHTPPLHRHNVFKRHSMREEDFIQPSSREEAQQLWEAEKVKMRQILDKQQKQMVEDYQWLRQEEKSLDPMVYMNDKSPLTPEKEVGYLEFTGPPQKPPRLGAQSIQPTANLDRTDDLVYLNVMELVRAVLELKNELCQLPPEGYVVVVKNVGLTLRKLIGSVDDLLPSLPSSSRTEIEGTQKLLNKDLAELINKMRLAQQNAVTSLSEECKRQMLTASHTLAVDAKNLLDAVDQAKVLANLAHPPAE
cytoskel mod: modifiers of cytoskeleton assembly; inhibition, % at 2 µM; hit rate 0.18% among 91,000; HUVEC TNFa F-actin phalloidin imaging, high content;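 active = inhibition above the batch mean plus 3 SD and confirmed as a hit by visual image inspection, cut at about 30% in these data, passing the limit was not always enough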; note: strong numbers were not always called active
Smad3 inh: inhibitors of human Smad3 transcription factor binding. hit rate 0.29% among 88,000. inhibition, % at 25 µM. P84022. TR-FRET Smad3/Dy647-FoxH1 peptide binding, europium anti-His;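 active = compounds that reduce the energy-transfer binding signal between the protein and its labelled peptide by more than half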;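 note: 0% = Smad3 plus labelled peptide maximal FRET and 100% = peptide-only background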
IL1B cytotox: HUVEC cytotoxicity counter-screen, IL-1B stimulated; HUVEC cell count loss, Hoechst imaging; cell count reduction, % at 2 µM; hit rate 0.41% among 94,000;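 active = cell count reduction more than 3 SD above the screen-wide mean, cut at about 70% in these data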;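 note: normalized per plate to untreated control cells as the no-loss baseline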
HUVEC inhibit: blocks proliferation of human endothelial cells | HUVEC proliferation, CellTiter-Glo luminescence, 72 h; active compounds read low | viability, % at 10 µM (by protocol) | hit rate 1.1% among 86,000;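 active = viability at or below 30%; inactive = viability above 30%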;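 note: 100% = median luminescence of DMSO-only cell control wells on each plate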
* marks the source's active call; other numbers are inactive results; [ ] = another dose, or the depositor's remark. These rows are one share of the data, so the mix of outcomes need not match the whole.

Results for COc1cc(C2CC(=O)N3CN(Cc4ccco4)CSC3=C2C#N)ccc1OCc1ccccc1 (stereo not drawn) ?
VCAM1 TNFa inh: 1; Fibroblast inh: 103; HUVEC tox TNFa: -2; H69AR inhibit: 89; cytoskel mod: -6; Smad3 inh: 8; IL1B cytotox: 5; HUVEC inhibit: 96

How did CC1CCCCC1NC(=O)CSc1nnnn1-c1ccccc1 (stereo not drawn) do in these assays?
VCAM1 TNFa inh: 15; Fibroblast inh: 104; HUVEC tox TNFa: -2; H69AR inhibit: 92; Pyk2 oligo antag: 0.9; cytoskel mod: -4; Smad3 inh: 13[fluorescence artefact?]; IL1B cytotox: -29; HUVEC inhibit: 104

Results for O=C(Cn1c(=O)[nH]c2ccsc2c1=O)NC1CCCCCC1 ?
VCAM1 TNFa inh: -5; Fibroblast inh: 103; HUVEC tox TNFa: -35; H69AR inhibit: 100; Pyk2 oligo antag: 1.1; cytoskel mod: 3; Smad3 inh: 1; IL1B cytotox: -3; HUVEC inhibit: 97

Results for CCOC(=O)C1CCN(Cc2ccc(Cl)c(Cl)c2)CC1 ?
VCAM1 TNFa inh: 1; Fibroblast inh: 98; HUVEC tox TNFa: -12; H69AR inhibit: 92; Pyk2 oligo antag: 0.25; cytoskel mod: 1; Smad3 inh: 9; HUVEC inhibit: 113

Results for CC(C)n1c(C(O)c2ccccc2)nc2ccccc21 (stereo not drawn) ?
VCAM1 TNFa inh: -2; Fibroblast inh: 97; HUVEC tox TNFa: -2; H69AR inhibit: 104; Pyk2 oligo antag: 0.17; cytoskel mod: -9; Smad3 inh: 4; IL1B cytotox: 6; HUVEC inhibit: 99

Results for CCOc1ccc(/C(O)=C2/C(=O)C(=O)N(CCOCCO)C2c2ccccn2)cc1 (stereo not drawn) ?
Fibroblast inh: 90; H69AR inhibit: 102; Pyk2 oligo antag: 0.33; cytoskel mod: 19; Smad3 inh: 5; IL1B cytotox: -12; HUVEC inhibit: 97

What do the screens show for `O=c1[nH]c(C(F)(F)F)nc2ccccc12`?
VCAM1 TNFa inh: 9; Fibroblast inh: 94; HUVEC tox TNFa: -16; H69AR inhibit: 101; Pyk2 oligo antag: -0.57; cytoskel mod: -26; Smad3 inh: 12; IL1B cytotox: 8; HUVEC inhibit: 99

What do the screens show for `CCOC(=O)c1c(-c2ccc(C)cc2)cn2ccccc12`?
VCAM1 TNFa inh: 13; HUVEC tox TNFa: -21; Pyk2 oligo antag: 0; cytoskel mod: -32; IL1B cytotox: 9

How did O=C(CSc1nnc(Cc2ccccc2)o1)N1CCOCC1 do in these assays?
VCAM1 TNFa inh: 14; Fibroblast inh: 99; HUVEC tox TNFa: -3; H69AR inhibit: 106; Pyk2 oligo antag: 1.5; cytoskel mod: -13; Smad3 inh: -8; IL1B cytotox: -38; HUVEC inhibit: 99

What do the screens show for `COc1ccc(-c2ccc(-c3noc(-c4cccs4)n3)c(OC)n2)cc1`?
Fibroblast inh: 103; H69AR inhibit: 54; Pyk2 oligo antag: -0.3; Smad3 inh: 3[fluorescence artefact?]; IL1B cytotox: -8; HUVEC inhibit: 89

What do the screens show for `O=C(NCc1ccc2c(c1)OCO2)C1CC(c2ccccc2O)=NO1` (stereo not drawn)?
VCAM1 TNFa inh: -4; Fibroblast inh: 95; HUVEC tox TNFa: 10; H69AR inhibit: 96; Pyk2 oligo antag: 0.31; cytoskel mod: -27; Smad3 inh: -7; IL1B cytotox: 22; HUVEC inhibit: 100

Results for COc1ccc(OC)c(NC(=O)CN2C(=O)C3(OCCCO3)c3ccccc32)c1 ?
Fibroblast inh: 96; H69AR inhibit: 96; Pyk2 oligo antag: 0.35; Smad3 inh: 5; HUVEC inhibit: 98

Results for CCC(CC)C(=O)NCCc1cc2ccc(C)c(C)c2[nH]c1=O ?
Fibroblast inh: 102; H69AR inhibit: 98; Smad3 inh: 1; HUVEC inhibit: 109

What do the screens show for `COC(=O)c1nc(NC(C)=O)n[nH]1`?
Fibroblast inh: 105; H69AR inhibit: 93; cytoskel mod: 8; Smad3 inh: -15; IL1B cytotox: -18; HUVEC inhibit: 103

Results for CCOc1ccc(-c2nnn(CC(=O)NCc3ccco3)n2)cc1OCC ?
VCAM1 TNFa inh: -9; Fibroblast inh: 104; HUVEC tox TNFa: -16; H69AR inhibit: 67; Pyk2 oligo antag: 0.41; cytoskel mod: 6; Smad3 inh: 0; IL1B cytotox: -2; HUVEC inhibit: 104

Results for COc1ccc(C2=NOC(C(=O)NCCCN3CCOCC3)C2)cc1 (stereo not drawn) ?
VCAM1 TNFa inh: 6; Fibroblast inh: 91; HUVEC tox TNFa: 12; H69AR inhibit: 92; Pyk2 oligo antag: 0.78; cytoskel mod: 4; Smad3 inh: 0; IL1B cytotox: 5; HUVEC inhibit: 98

Results for C=CCn1c(Cn2nnc3ccccc32)nnc1SCC(=O)N/N=C/c1cc(Br)cc(OC)c1O ?
VCAM1 TNFa inh: -2; HUVEC tox TNFa: -8; Pyk2 oligo antag: -0.17; cytoskel mod: 9; IL1B cytotox: -8

How did Cc1ccnc(NC(=O)c2c(O)c3ccccc3n(C)c2=O)c1 do in these assays?
Fibroblast inh: 76; H69AR inhibit: 5.7*; Smad3 inh: 4; HUVEC inhibit: 131

Results for O=c1[nH]c(SCC2CCCCO2)nc2ccccc12 (stereo not drawn) ?
Fibroblast inh: 103; H69AR inhibit: 86; Pyk2 oligo antag: -0.21; Smad3 inh: 24[fluorescence artefact?]; IL1B cytotox: -3; HUVEC inhibit: 77

How did Cn1c(=O)cc(NCCc2ccccc2)[nH]c1=O do in these assays?
VCAM1 TNFa inh: -2; HUVEC tox TNFa: -4; Pyk2 oligo antag: 0.1; cytoskel mod: 13; IL1B cytotox: -17

How did CCCCN(CCCC)CCCNC(=O)C12CN(Cc3ccccc3)CC1C(c1cccc([N+](=O)[O-])c1)=NO2 (stereo not drawn) do in these assays?
VCAM1 TNFa inh: 0; HUVEC tox TNFa: -4; cytoskel mod: 5; IL1B cytotox: -3

What do the screens show for `COc1ccc(/C=N/NC(=O)c2cc(C)on2)c2ccccc12`?
VCAM1 TNFa inh: 2; HUVEC tox TNFa: -18; Pyk2 oligo antag: -0.45; IL1B cytotox: -4

Results for COC(=O)Cn1c2ccccc2c2nc(C)sc21 ?
VCAM1 TNFa inh: -6; Fibroblast inh: 96; HUVEC tox TNFa: 3; H69AR inhibit: 95; Pyk2 oligo antag: -0.04; cytoskel mod: -17; Smad3 inh: 2; IL1B cytotox: -22; HUVEC inhibit: 82

How did CCC(NC(=O)NCc1cccnc1)(C(F)(F)F)C(F)(F)F do in these assays?
VCAM1 TNFa inh: 21; Fibroblast inh: 101; HUVEC tox TNFa: 1; H69AR inhibit: 98; Pyk2 oligo antag: 0.41; cytoskel mod: 1; Smad3 inh: 0; IL1B cytotox: 7; HUVEC inhibit: 92

How did CC(=O)c1c(C(C)=O)c(C)n(-c2nc(-c3ccccc3)c(C)s2)c1C do in these assays?
VCAM1 TNFa inh: 12; Fibroblast inh: 101; HUVEC tox TNFa: -30; H69AR inhibit: 94; Pyk2 oligo antag: 0.8; cytoskel mod: 12; Smad3 inh: 11; IL1B cytotox: -6; HUVEC inhibit: 101

How did O=C(NC1c2ccccc2-c2ccccc21)c1ccco1 do in these assays?
VCAM1 TNFa inh: -13; Fibroblast inh: 106; HUVEC tox TNFa: 10; H69AR inhibit: 105; Pyk2 oligo antag: 0.14; cytoskel mod: 27; Smad3 inh: 5; IL1B cytotox: -5; HUVEC inhibit: 83

How did CCOC(=O)C1=C(C)NC2=C(C(=O)CC(c3cccs3)C2)C1c1cccs1 (stereo not drawn) do in these assays?
VCAM1 TNFa inh: 0; Fibroblast inh: 57; HUVEC tox TNFa: -34; H69AR inhibit: 15*; Pyk2 oligo antag: -3.3*; cytoskel mod: -2; Smad3 inh: -7; IL1B cytotox: -9; HUVEC inhibit: 41

Results for CCc1ccc(NC(=O)C2CC(=O)N(C(C)C)C2)cc1 (stereo not drawn) ?
VCAM1 TNFa inh: -11; Fibroblast inh: 106; HUVEC tox TNFa: 0; H69AR inhibit: 106; Pyk2 oligo antag: 1; cytoskel mod: -3; Smad3 inh: 4; IL1B cytotox: 18; HUVEC inhibit: 108

How did C=C(Br)Cn1c(CCCC)nc2ccccc21 do in these assays?
VCAM1 TNFa inh: 3; Fibroblast inh: 94; HUVEC tox TNFa: -34; H69AR inhibit: 97; Pyk2 oligo antag: -0.16; cytoskel mod: -1; Smad3 inh: 1; IL1B cytotox: -21; HUVEC inhibit: 111

How did Cc1ccc(N=C2N=C(N)c3ccccc32)cc1C do in these assays?
VCAM1 TNFa inh: 17; Fibroblast inh: 82; HUVEC tox TNFa: -21; H69AR inhibit: 42; Pyk2 oligo antag: -0.03; cytoskel mod: 8; Smad3 inh: -2; HUVEC inhibit: 65

How did Cc1ccc(NC(=O)NC2CCN(S(=O)(=O)c3ccc(F)cc3)CC2)cc1 do in these assays?
VCAM1 TNFa inh: 3; Fibroblast inh: 101; HUVEC tox TNFa: -26; H69AR inhibit: 86; Pyk2 oligo antag: -0.62; cytoskel mod: 1; Smad3 inh: 4; IL1B cytotox: -11; HUVEC inhibit: 101

Results for COP(C)(=O)c1c(C)nn(-c2ccccc2)c1C (stereo not drawn) ?
VCAM1 TNFa inh: 2; Fibroblast inh: 101; HUVEC tox TNFa: -21; H69AR inhibit: 93; Pyk2 oligo antag: -0.66; cytoskel mod: 4; Smad3 inh: 7[fluorescence artefact?]; IL1B cytotox: -8; HUVEC inhibit: 105

What do the screens show for `CCSc1nc2c(c(=O)[nH]1)C(c1ccccn1)C1=C(CC(C)(C)CC1=O)N2` (stereo not drawn)?
VCAM1 TNFa inh: -8; Fibroblast inh: 108; HUVEC tox TNFa: -37; H69AR inhibit: 109; Pyk2 oligo antag: 0.18; cytoskel mod: 8; Smad3 inh: -23; IL1B cytotox: -9; HUVEC inhibit: 100

How did CCC(=O)N1CCc2cc(S(=O)(=O)N(CC)c3cccc(C)c3)ccc21 do in these assays?
VCAM1 TNFa inh: 4; Fibroblast inh: 94; HUVEC tox TNFa: -28; H69AR inhibit: 89; Pyk2 oligo antag: -2.7; cytoskel mod: -7; Smad3 inh: 8; IL1B cytotox: 6; HUVEC inhibit: 104

What do the screens show for `CCn1c(=O)n(CC)c2cc(S(=O)(=O)Nc3cc(C)cc(C)c3C#N)ccc21`?
VCAM1 TNFa inh: -5; Fibroblast inh: 101; HUVEC tox TNFa: -9; H69AR inhibit: 92; Pyk2 oligo antag: -0.12; Smad3 inh: 4; IL1B cytotox: 15; HUVEC inhibit: 100

Sorted by molecular weight (ascending): some entries from above.
Results for COC(=O)Cn1c2ccccc2c2nc(C)sc21 ?
VCAM1 TNFa inh: -6; Fibroblast inh: 96; HUVEC tox TNFa: 3; H69AR inhibit: 95; Pyk2 oligo antag: -0.04; cytoskel mod: -17; Smad3 inh: 2; IL1B cytotox: -22; HUVEC inhibit: 82

How did O=C(NC1c2ccccc2-c2ccccc21)c1ccco1 do in these assays?
VCAM1 TNFa inh: -13; Fibroblast inh: 106; HUVEC tox TNFa: 10; H69AR inhibit: 105; Pyk2 oligo antag: 0.14; cytoskel mod: 27; Smad3 inh: 5; IL1B cytotox: -5; HUVEC inhibit: 83

How did CCCCN(CCCC)CCCNC(=O)C12CN(Cc3ccccc3)CC1C(c1cccc([N+](=O)[O-])c1)=NO2 (stereo not drawn) do in these assays?
VCAM1 TNFa inh: 0; HUVEC tox TNFa: -4; cytoskel mod: 5; IL1B cytotox: -3
